From PubChem BioAssay
tim23-1 inh: tim23-1 yeast growth inhibition; S. cerevisiae tim23-1 growth, BacTiter-Glo luminescence, 24 h; inhibition, % at 20 µM; actives 1.3% (n = 330,000); AID 463212;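 active = growth inhibition of the mutant yeast at or above 50%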;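 note: temperature-sensitive mutant grown at 25 °C; plate controls were DMSO-treated mutant yeast for no effect and medium wells lacking yeast for full effect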
CHOP UPR activ: activators of apoptotic arm of unfolded protein response (CHOP). activation, % at 10 µM. AID 449763. actives 0.34% (n = 330,000). CHO-CHOP luciferase reporter, UPR activation, luminescence; percent of tunicamycin response over DMSO baseline;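 active = at 10 µM dose, activation of 40% or more, normalized to positive control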;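 note: 100% = tunicamycin at 10 µg/mL and 0% = DMSO alone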
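Test system: CHO CHOP reporter cells. Input: 500 CHO-CHOP cells per well. Medium: F12 with 10% FBS. Technique: luciferase luminescence. Measure: percent activation relative to tunicamycin control. Dosing: 10 µM compound, 0.5% DMSO. Timing: 16-18 h cell attachment, then 6 h compound exposure, 37 °C.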
APJ antag: antagonists of human APJ apelin receptor; P35414; CHO-K1 APJ beta-arrestin complementation, luminescence; inhibition, % at 20 µM; actives 0.32% (n = 330,000);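 active = inhibition above about 40% at 20 µM, limit read from the data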;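 note: cells challenged with 10 nM apelin-13 agonist together with compound; plate controls were apelin-13 plus DMSO wells for no effect and DMSO wells lacking apelin-13 for full effect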
Target sequence (P35414 whole entry, looked up): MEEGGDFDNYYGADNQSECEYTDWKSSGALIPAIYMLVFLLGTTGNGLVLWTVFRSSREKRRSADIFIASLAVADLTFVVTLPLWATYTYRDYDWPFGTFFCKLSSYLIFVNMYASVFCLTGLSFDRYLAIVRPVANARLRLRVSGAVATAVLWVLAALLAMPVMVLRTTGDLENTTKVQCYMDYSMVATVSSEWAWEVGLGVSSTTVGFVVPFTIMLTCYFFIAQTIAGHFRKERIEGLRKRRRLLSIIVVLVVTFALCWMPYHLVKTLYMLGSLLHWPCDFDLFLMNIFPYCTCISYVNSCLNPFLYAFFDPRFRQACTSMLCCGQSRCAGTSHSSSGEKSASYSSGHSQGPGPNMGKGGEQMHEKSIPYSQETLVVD
Jurkat NFkB inh: lowers PMA/ionomycin-induced NF-kB signal in Jurkat cells | actives 0.53% (n = 330,000) | PMA/ionomycin-induced NF-kB luciferase reporter, luminescence | AID 435003 | inhibition, % at 4 µM; in the data active = inhibition above about 50%
Mdm2-MdmX inh: inhibitors of human Mdm2/MdmX interaction; inhibition, % at 8 µM; AID 485346; O15151+Q00987; SaOS-2 split-luciferase Mdm2/MdmX complementation, luminescence; actives 3% (n = 330,000);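 active = inhibition of at least 50% at 8 µM in the primary screen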
APJ ag: agonists of human APJ apelin receptor; CHO-K1 APJ PathHunter beta-arrestin, luminescence; 0% DMSO wells, 100% apelin; activation, % at 20 µM; AID 2520; actives 0.11% (n = 330,000); P35414;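 active = activation more than six SD over the plate average, tested at 20 µM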;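 note: 0% = DMSO alone and 100% = apelin-13 at 10 nM; some results filed as inactive read as strong as hits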
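Assay system: engineered CHO-K1 APJ arrestin reporter cells; Amount: 1000 CHO-K1 reporter cells seeded per well; Dosing: one dose, 20 µM compound, 1% DMSO; Times: compound stimulation 90 min at 25 °C, detection 60 min; Measured by: luminescent beta-gal fragment complementation, chemiluminescent substrate; Read-out: APJ–arrestin association signal; Controls: DMSO vs Apelin-13 10 nM.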
XBP1 UPR activ: adaptive UPR (XBP1) activation | actives 0.33% (n = 330,000) | activation, % at 20 µM | CHO-XBP1 luciferase reporter, IRE1-XBP1 UPR activation, luminescence; percent of tunicamycin response, DMSO as zero | AID 463104;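 active = versus positive control, 20 µM dose yields 30% or more activation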;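 note: 100% = tunicamycin at 10 µg/mL and 0% = DMSO only wells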
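Material: CHO cell line with stable XBP1 luciferase reporter; schedule: 16-18 h cell attachment at 37 °C, then 6 h compound exposure; signal: glow luminescence from Steady-Glo reagent; medium: serum-containing F12 medium, 10% FBS; benchmarks: tunicamycin 10 µg/mL and vehicle-only wells; read-out: percent activation relative to tunicamycin reference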
697 NFkB inh: lowers PMA/ionomycin-induced NF-kB signal in 697 B cells; actives 0.33% (n = 330,000); AID 435022; 697 B-cell NF-kB luciferase reporter, 16 h; inhibition, % at 4 µM; in the data active = inhibition above about 35%
An asterisk follows results filed as active.

SMILES	tim23-1 inh	CHOP UPR activ	APJ antag	Jurkat NFkB inh	Mdm2-MdmX inh	APJ ag	XBP1 UPR activ	697 NFkB inh
O=C1C(=O)N(CCCN2CCOCC2)C(c2cccs2)/C1=C(/O)c1ccc2c(c1)OCO2 (centres undefined)	18	2.1	12	3	-34	6	-1	-18
CCN1/C(=C/C(C)=C/c2sc3ccccc3[n+]2CC)Sc2ccccc21	82*	-8.7	56*	93*	97*	0	-11	49*
COc1cc(OC)cc(C(=O)N2CCN(Cc3ccccc3[N+](=O)[O-])CC2)c1	4	0.0	-36	3	12	2	0	5
Cc1ccc(N2CCN(/N=C/c3sccc3C)CC2)cc1	11	0.6	17	-8	-5	-3	-2	5
C#CCOn1c(-n2nc(C)cc2C)nc2ccccc2c1=O	-1	0.9	-1	11	-16	-2	-1	-17
COc1cc(CNC2CCCC2)cc(OC)c1OC	-1	-1.5	15	2	13	-4	-4	-3
COc1ccccc1NC(=O)c1ccc2snnc2c1	-1	0.0	11	10	-6	-5	-1	15
Cc1ccc(NS(=O)(=O)c2cccc3nsnc23)cc1	6	1.6	-1	3	22	-2	-2	-18
C/C(=C\C(=O)c1ccccc1)Nc1ccc(O)cc1	31	10	-1	-13	-119	1	7	27
COc1ccccc1C(=O)NNC(=O)c1ccc(NS(=O)(=O)c2cccs2)cc1	1	-0.1	-3	-3	11	-6	-2	13
O=C(Nc1ccon1)Nc1ccccc1C(F)(F)F	2	4.1	5	20	7	-1	2	14
CCOC(=O)c1c(C)n(CC)c2c1cc(O)c1ccccc12	10	1.4	-20	-20	6	-2	4	-9
CCOC(=O)c1c(S(=O)(=O)NCC(=O)Nc2cccc(F)c2)c(C)n(C)c1C	0	-0.6	20	-15	13	1	-4	-8
CCOc1ccc(S(=O)(=O)N2CCCC(C(=O)Nc3cc(C)cc(C)c3)C2)cc1 (centres undefined)	14	0.3	6	9	1	-1	-1	22
Cc1cccc(NS(=O)(=O)c2ccc3c(c2)OCCO3)c1	21	-2.0	19	14	33	-3	-4	0
CCC(C)CCN1C(N(C)C)=NC[C@@H]1C (some centres undefined)	-8	0.1	-50	3	-4	-1	0	-3
COc1ccc(-c2nc(NC(=O)C3CCN(c4nc5ccccc5o4)CC3)sc2C)cc1	12	0.0	-1	18	51*	3	-1	-13
Cc1cc(C)n(-c2ccc(C(=O)NC(C)C)cc2)n1	11	-1.7	-10	3	2	2	1	2
CN1CCCC(OC(=O)c2cc(Cl)ccc2Cl)C1 (centres undefined)	11	-2.9	-2	-8	-5	-2	-1	-9
CN(C)CC(C)(C)CNS(=O)(=O)CC12CCC(CC1=O)C2(C)C (centres undefined)	2	-2.0	1	-5	-13	-1	0	6
Cc1nn(CCC(=O)O)c2nc(-c3cccnc3)cc(C(F)(F)F)c12	7	0.1	-18	-18	6	-4	-3	-6
COc1ccc(Cc2nnc(NC(=O)c3ccccc3F)s2)cc1OC	27	5.1	-7	10	28	-2	2	-12
CCn1c(-c2ccccc2)csc1=Nc1ccc(S(=O)(=O)O)cc1	15	3.5	5	-2	37	-1	3	-7
COc1ccc(N2C(=O)/C(=C/c3ccc([N+](=O)[O-])cc3)N=C2C)cc1	14	0.8	-25	-11	7	0	-2	29
O=C(NCCC(=O)N1CCCCC1)c1ccc(Br)cc1	-12	2.5	-55	-32	-31	-5	-4	-32

Exported field by field: part of the list above.
canonical_smiles: COc1cc(CNC2CCCC2)cc(OC)c1OC
- tim23-1 inh = -1
- CHOP UPR activ = -1.5
- APJ antag = 15
- Jurkat NFkB inh = 2
- Mdm2-MdmX inh = 13
- APJ ag = -4
- XBP1 UPR activ = -4
- 697 NFkB inh = -3

canonical_smiles: COc1ccccc1NC(=O)c1ccc2snnc2c1
- tim23-1 inh = -1
- CHOP UPR activ = 0.0
- APJ antag = 11
- Jurkat NFkB inh = 10
- Mdm2-MdmX inh = -6
- APJ ag = -5
- XBP1 UPR activ = -1
- 697 NFkB inh = 15

Additional results
SMILES	tim23-1 inh	CHOP UPR activ	APJ antag	Jurkat NFkB inh	Mdm2-MdmX inh	APJ ag	XBP1 UPR activ	697 NFkB inh
COc1ccccc1C(=O)Nc1ccccn1	20	4.0	1	-108	-56	0	0	-76
Cc1ccc(NC(=O)C(=O)NC2CCCCC2)cc1	0	3.4	-12	-147	-19	1	2	-165
CC(=O)NCCC(=O)Nc1ccc(C(N)=O)cc1	-1	-1.8	-3	6	33	-2	-1	11
NNc1nc2c(Cl)ccc(Cl)c2s1	47	0.3	-8	-3	16	-1	-1	15
NC(Cc1c[nH]c2ccccc12)C(=O)NCc1ccccc1 (centres undefined)	4	1.7	-8	3	18	-3	-3	6
CC(=O)N1CCN(C(=O)c2ccc(S(=O)(=O)Nc3ccccc3Cl)cc2)CC1	1	0.1	-22	8	22	-2	1	5
Cc1cc(C)cc(N2CC(C)Cn3c2nc2c3c(=O)[nH]c(=O)n2C)c1 (centres undefined)	18	-0.4	23	23	12	-4	0	5
CCC(=O)Nc1ccccc1-c1nnn(CC(=O)N2c3ccccc3CC2C)n1 (centres undefined)	18	-0.1	11	-2	8	2	-2	6
CCCCOC(=O)c1ccc(S(N)(=O)=O)o1	3	5.6	6	2	-27	-1	0	-23
O=C(NCc1ccccn1)c1ccc(COc2ccc(Cl)cc2)o1	2	-2.2	14	0	22	2	-1	-3
C/C(=N\O)C(C)(C)Nc1cccc(F)c1	-8	1.0	3	-10	14	-5	-2	4
COCC(C)NC(=O)CCSc1nc(-c2ccc(OC)cc2)cc(C(F)(F)F)n1 (centres undefined)	30	-1.6	8	2	25	-5	0	10
COC/C=C/C1=CC2=CC(=O)C(C)(OC(=O)CCC(=O)OC)C(=O)C2=CO1 (centres undefined)	14	-0.3	14	17	-12	7	1	17
CCCNC(=O)c1ccc2c(=O)n3c(-c4ccc(C)cc4)csc3nc2c1	5	-2.0	11	27	23	-8	-2	27
Cc1ccc(SCC(=O)Nc2cccnc2)cc1	-4	0.1	25	-19	-5	-1	-4	6
CCOC(=O)c1c(S(=O)(=O)NCC(=O)Nc2ccc(F)cc2F)c(C)n(C)c1C	-11	-1.1	-9	-6	16	-2	-2	-19
Cc1ccc(C(C)C)cc1NC(=O)Nc1ccc([N+](=O)[O-])cc1	75*	6.0	-1	1	89*	-1	3	12
CCOc1[nH]n(-c2ccccc2)c(=O)c1C=Nc1ccccc1	-10	0.0	8	14	-15	-4	1	-16
CC(NC(=O)C1CCCN1S(=O)(=O)c1ccccc1)c1ccccc1 (centres undefined)	6	-1.6	-10	-12	-12	-1	0	11
Cc1ccc(C(=O)N/N=C/c2nc3ccccc3n2C)cc1	54*	2.7	6	-15	12	-1	2	39*
COc1cc(-c2nnc(SCC(=O)NC3CCS(=O)(=O)C3)o2)cc(OC)c1OC (centres undefined)	3	-0.2	10	-14	-35	1	1	16
O=C(Cn1cc(C(=O)C2CCCCC2)c2ccccc21)NCC1CCCO1 (centres undefined)	0	1.5	8	-8	10	-1	0	12
O=C1OC(Oc2ccccc2)(c2ccccc2)c2ccccc21 (centres undefined)	19	-0.4	13	-1	5	0	-1	14
CCOP(=O)(OCC)c1nc(Cc2ccccc2)oc1NCc1ccccc1	16	-0.3	7	17	2	-4	0	-2
C=COCCNC(=S)N1CCOCCOCCN(C(=S)NCCOC=C)CCOCC1	12	0.7	3	-2	-4	0	7	-30

7 of the compounds above, as a markdown table:
| molecule | tim23-1 inh | CHOP UPR activ | APJ antag | Jurkat NFkB inh | Mdm2-MdmX inh | APJ ag | XBP1 UPR activ | 697 NFkB inh |
| --- | --- | --- | --- | --- | --- | --- | --- | --- |
| CCOC(=O)c1c(S(=O)(=O)NCC(=O)Nc2ccc(F)cc2F)c(C)n(C)c1C | -11 | -1.1 | -9 | -6 | 16 | -2 | -2 | -19 |
| Cc1ccc(C(C)C)cc1NC(=O)Nc1ccc([N+](=O)[O-])cc1 | 75* | 6.0 | -1 | 1 | 89* | -1 | 3 | 12 |
| CCOc1[nH]n(-c2ccccc2)c(=O)c1C=Nc1ccccc1 | -10 | 0.0 | 8 | 14 | -15 | -4 | 1 | -16 |
| CC(NC(=O)C1CCCN1S(=O)(=O)c1ccccc1)c1ccccc1 (centres undefined) | 6 | -1.6 | -10 | -12 | -12 | -1 | 0 | 11 |
| Cc1ccc(C(=O)N/N=C/c2nc3ccccc3n2C)cc1 | 54* | 2.7 | 6 | -15 | 12 | -1 | 2 | 39* |
| COc1cc(-c2nnc(SCC(=O)NC3CCS(=O)(=O)C3)o2)cc(OC)c1OC (centres undefined) | 3 | -0.2 | 10 | -14 | -35 | 1 | 1 | 16 |
| O=C(Cn1cc(C(=O)C2CCCCC2)c2ccccc21)NCC1CCCO1 (centres undefined) | 0 | 1.5 | 8 | -8 | 10 | -1 | 0 | 12 |

(listing goes on)
SMILES	tim23-1 inh	CHOP UPR activ	APJ antag	Jurkat NFkB inh	Mdm2-MdmX inh	APJ ag	XBP1 UPR activ	697 NFkB inh
Cc1ccc(-c2nnc(NCc3ccccc3)c3ccccc23)cc1	25	11	1	27	12	1	5	-22
C/C(N)=C(/C#N)C(=O)COC(=O)C1CCN(C(=O)c2ccc(Cl)cc2)CC1	30	-2.0	-46	-19	5	-4	1	-4
COc1cc(NC(=S)Nc2ccccn2)cc(OC)c1OC	0	-2.0	16	-11	-23	-4	-1	2
Cc1cc(C)n(-c2nc3ccccc3n3cnnc23)n1	11	-1.4	1	8	6	-1	1	-3
Cc1sc2c(c1C)C(=O)/C(=C\Nc1ccccn1)S(=O)(=O)N2C	-14	0.1	20	-2	11	1	-2	-1
O=S1(=O)CCN(Cc2ccccn2)CC1	-12	1.5	-18	-21	20	-4	-4	17
O=S(=O)(NCC1CCCN(Cc2ccccc2O)C1)c1cccc2cccnc12 (centres undefined)	-4	2.6	2	2	6	1	0	-9
COc1ccc(CCNC(=O)CNS(=O)(=O)c2ccc(N(C)C)c([N+](=O)[O-])c2)cc1OC	4	-2.9	19	16	17	-3	2	23
Cn1nnnc1SCc1nnc(-c2ccccc2Br)o1	17	0.2	7	-11	-22	0	2	-21
COCCN(Cc1cccs1)S(=O)(=O)c1csc(C(N)=O)c1	-5	0.8	16	-3	-1	2	-3	-8
Cc1cccc(CSc2nc3nc(C)cc(C)n3n2)c1	29	5.1	10	0	5	-2	0	-23
NNC(=O)CSc1nnnn1-c1ccccc1	10	1.2	11	-5	15	0	-3	18
O=C(C[n+]1cc(-c2ccc(F)cc2)n2c1CCC2)c1cccs1	-15	9.4	-13	-100	-17	3	3	-119
CC(C)c1ccc(N(CC(=O)NC2CCCCC2)C(=O)CCC(=O)Nc2ccccn2)cc1	-3	0.7	-8	6	10	-3	-3	0

An excerpt from above, showing only APJ antag, Jurkat NFkB inh and CHOP UPR activ.
Compound | APJ antag | Jurkat NFkB inh | CHOP UPR activ
C#CCOn1c(-n2nc(C)cc2C)nc2ccccc2c1=O | -1 | 11 | 0.9
CCOP(=O)(OCC)c1nc(Cc2ccccc2)oc1NCc1ccccc1 | 7 | 17 | -0.3
COc1ccccc1C(=O)NNC(=O)c1ccc(NS(=O)(=O)c2cccs2)cc1 | -3 | -3 | -0.1
Cc1ccc(C(=O)N/N=C/c2nc3ccccc3n2C)cc1 | 6 | -15 | 2.7
Cc1ccc(SCC(=O)Nc2cccnc2)cc1 | 25 | -19 | 0.1
NNc1nc2c(Cl)ccc(Cl)c2s1 | -8 | -3 | 0.3
